# PAX8 inh HTS = inhibitors of PAX8 transcriptional activity in RMG-I cells; RMG-I TPO-luciferase reporter, SteadyGlo, 24 h; inhibition, % at 12.6 µM; 360,000 tested, 1.2% active; AID 652154;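 active = mean replicate inhibition at least 60% with every replicate also reaching 60%; inconclusive = only one of the two criteria is met; inactive = mean below 60% and not all replicates reaching 60%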;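 also: luciferase light reporting Pax8 driven TPO promoter activity; plate controls were median of neutral control wells for no effect and mitoxantrone controls for full effect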
# S100A4 MyoIIA = blocks human S100A4 binding to myosin IIA peptide; P26447; S100A4/TAMRA-MyoIIA peptide fluorescence polarization; inhibition, % at 10.7 µM; 360,000 tested, 0.14% active;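 active = mean inhibition of at least 70% across replicates, with every replicate also reaching that level; inconclusive = mean inhibition reaches 70% but some replicates fall short; inactive = mean inhibition below 70%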
# Target sequence (P26447 whole entry, looked up): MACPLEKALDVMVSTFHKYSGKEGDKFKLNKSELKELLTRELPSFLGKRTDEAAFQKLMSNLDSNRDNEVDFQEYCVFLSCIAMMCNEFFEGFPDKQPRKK
#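 Material: S100A4 monomer protein / Buffer or medium: 50 mM HEPES pH 7.2, 10 mM CaCl2, 100 mM KCl / Times: 5 min incubation before reading / Benchmarks: neutral control DMSO, positive control TFP / Reagent: labelled myosin peptide probe, 5 nM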
# ERAP1 HTS inh = inhibitors of human ERAP1 aminopeptidase; inhibition, % at 10.7 µM; Q9NZ08; 340,000 tested, 0.15% active; recombinant ERAP1, Leu-AMC fluorescence, 60 min;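 active = mean replicate inhibition of at least 30%, or all replicates individually reaching that 30% level; inactive = mean below 30% and not every replicate reaching it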;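 also: 0% = neutral control wells and 100% = L-leucinethiol positive control wells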
# Target sequence (Q9NZ08 whole entry, looked up): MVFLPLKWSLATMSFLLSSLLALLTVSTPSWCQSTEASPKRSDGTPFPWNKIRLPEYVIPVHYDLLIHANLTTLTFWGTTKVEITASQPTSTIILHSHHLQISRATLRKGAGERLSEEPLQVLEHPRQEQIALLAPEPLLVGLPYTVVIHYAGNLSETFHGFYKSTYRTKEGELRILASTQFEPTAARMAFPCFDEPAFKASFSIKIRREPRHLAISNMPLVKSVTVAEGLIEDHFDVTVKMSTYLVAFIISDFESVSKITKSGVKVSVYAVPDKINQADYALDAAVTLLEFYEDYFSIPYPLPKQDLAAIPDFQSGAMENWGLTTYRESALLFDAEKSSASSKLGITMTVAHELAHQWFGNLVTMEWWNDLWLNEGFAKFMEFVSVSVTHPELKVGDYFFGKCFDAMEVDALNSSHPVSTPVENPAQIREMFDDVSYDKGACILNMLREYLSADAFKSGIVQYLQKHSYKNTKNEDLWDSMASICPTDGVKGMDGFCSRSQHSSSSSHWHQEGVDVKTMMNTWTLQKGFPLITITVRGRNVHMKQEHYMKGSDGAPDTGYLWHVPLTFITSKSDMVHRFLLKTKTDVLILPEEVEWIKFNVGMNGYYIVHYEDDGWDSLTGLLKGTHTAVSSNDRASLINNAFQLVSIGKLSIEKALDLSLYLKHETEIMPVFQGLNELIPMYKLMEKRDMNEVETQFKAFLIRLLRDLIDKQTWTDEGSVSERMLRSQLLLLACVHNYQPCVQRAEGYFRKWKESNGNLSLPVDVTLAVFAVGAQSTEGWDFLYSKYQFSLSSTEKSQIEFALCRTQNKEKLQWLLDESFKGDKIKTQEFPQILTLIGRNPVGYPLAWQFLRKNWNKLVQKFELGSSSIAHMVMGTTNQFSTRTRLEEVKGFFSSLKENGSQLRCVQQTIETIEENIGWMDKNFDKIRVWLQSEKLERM
# EWS-Fli block = inhibitors of EWS/Fli oncoprotein transcriptional activity; inhibition, % at 12.6 µM; 350,000 tested, 0.67% active; A673 NR0B1-luciferase reporter, viability-normalised;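 active = mean inhibition of at least 50% after viability correction, with every replicate also passing that limit; inconclusive = mean reaches 50% but only one of two replicates passes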;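 also: firefly luciferase signal divided by Alamar Blue viability fluorescence both relative to DMSO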
# PGC1a acetyl inh = lowers PGC1a acetylation signal in U2OS cells | 350,000 tested, 0.17% active | inhibition, % at 15.6 µM | AlphaScreen anti-acetyl-lysine; with virally co-expressed GCN5 acetyltransferase;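 active = every replicate shows inhibition of at least 40%; inconclusive = mean inhibition at least 40% but some replicate below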;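 also: 0% = neutral control wells and 100% = positive control wells; some results beyond the cut were filed as inactive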
# LGR2 inh = Drosophila LGR2 receptor signaling inhibition; 380,000 tested, 0.35% active; inhibition, % at 9.99 µM; HEK293 LGR2, CRE-luciferase, bursicon-stimulated, 4 h;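 active = drop in luminescence signal, shown as inhibition above about 50% in the replicate tests, limit read from the data, passing the limit was not always enough; inconclusive = probably only some replicates passing the limit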;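 also: agonist challenge used bursicon conditioned medium at about half maximal strength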
# FN deposit inh = fibronectin deposition inhibition; AID 743247; AH1F fibroblasts, Alexa488-fibronectin deposition fluorescence, overnight; inhibition, % at 12.6 µM; 350,000 tested, 0.086% active;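 active = mean inhibition across replicates of 30% or more, regardless of how many single replicates reach that level; inconclusive = mean under 30% yet at least half of replicates reach 30%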;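 also: positive control wells lacked labelled fibronectin entirely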
#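 Assay system: AH1F fibroblasts assembling fluorescent fibronectin matrix; Amount: 10000 AH1F cells per well; Buffer or medium: DMEM, 2% serum; Probe or stimulus: Alexa488-fibronectin, 24 nM final in well; Doses: single compound dose, delivered by pin transfer; Incubation: 1 h adhesion, overnight exposure; Measured by: fluorescence 485/525 nm; Read-out: fibronectin deposition inhibition.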
# PglD DTNB = inhibitors of Campylobacter jejuni PglD acetyltransferase. purified PglD enzyme, DTNB colorimetric CoA detection. 360,000 tested, 0.098% active. inhibition, % at 12.5 µM; in the data active = inhibition above about 16%, passing the limit was not always enough; inconclusive = no clear call, values can overlap the other calls; also: strong numbers were not always called active
# Starred values were filed as active, the others as inactive; ? = inconclusive; . = no result given.
SMILES,PAX8 inh HTS,S100A4 MyoIIA,ERAP1 HTS inh,EWS-Fli block,PGC1a acetyl inh,LGR2 inh,FN deposit inh,PglD DTNB
COc1ccc(-c2ccc([C@@H]3[C@@H](CO)N4CCCCN(C(=O)Cc5ccncc5)C[C@@H]34)cc2)cc1,-16.4,-16.3,1.1,-5.5,17.6,15.5,.,0.3
CC(=O)Nc1ccc([As](=O)(O)c2ccc([N+](=O)[O-])cc2)cc1,3.9,-0.6,.,7.9,5.9,2.9,-9.7,.
COc1ccccc1OCC(=O)N1CCCC(N(C)Cc2ccccc2)C1 (stereo not given),-0.4,-6.6,0.1,-3.7,0.4,-13.1,-3.9,-1.1
CCCCCc1cc(O)c2c3c(c(=O)oc2c1)CN(C)CC3,-0.5,-1.4,0.9,7.4,.,-1.1,-8.1,.
CO[C@H]1C=CCCC=CC(=O)O[C@H]([C@H](C)C(=O)CCCC2CC(=O)NC(=O)C2)C(C)=C[C@@H](C)[C@@H]1O,-7.4,-1.8,-2.1,2.3,.,1.6,-3.6,.
O=C(Cc1ccccc1)Oc1cccc(-n2cnnn2)c1,-22.6,-13.1,-5.0,8.9,.,3.2,.,.
CC(=O)N1[C@@H]2c3ccc(-c4cccc(C(=O)N(C)C)c4)c(=O)n3C[C@H]1[C@H](CO)[C@H]2C(=O)O,.,3.1,-1.7,-3.1,1.3,3.9,.,.
c1ccc(-c2nc(N3CCOCC3)s[n+]2-c2ccccc2)cc1,-177.6,.,.,.,-12.7,-48.8,8.1,-5.5
CCCCC(=O)N/N=C/c1c(O)n(CCc2ccc(OC)c(OC)c2)c(=O)[nH]c1=O,-1.9,0.8,-6.3,0.4,12.8,8.1,8.0,.
CCOCC(=O)NC1CCSC1=O (stereo not given),-2.0,.,.,.,9.2,.,5.5,0.3
Cc1cc(CN(C)C)c(OC(=O)N(C)C)cc1C,3.1,.,.,.,-7.3,.,1.6,4.0
CCn1cc(C(=O)NCc2ccccc2)c2ccccc21,-11.0,2.8,2.4,0.4,-8.4,25.9,-2.8,.
O=C(COC(=O)c1ccc(O)cc1)Nc1ccc(Cl)cc1C(=O)c1ccccc1,2.4,-6.8,6.3,0.7,.,0.7,.,.
O=C(CF)NC(NC(=S)Nc1ccccc1O)C(Cl)(Cl)Cl (stereo not given),0.7,-2.1,-0.8,3.0,.,15.5,-5.2,.
CN(C(=O)CN1CC=C(c2ccccc2)CC1)c1c(N)n(Cc2ccccc2)c(=O)[nH]c1=O,-8.4,3.4,-2.4,-1.4,-4.7,-12.2,.,.
O=c1[nH]c(=S)n(CCC2=CCCCC2)c(O)c1C=NCc1cccnc1,-27.3,.,.,.,-11.0,.,-2.4,0.3
COC(=O)C1=C(c2ccc(OC)c(OC)c2)C[C@@H]2CC[C@H]1N2C(=O)N1CCc2cc(OC)c(OC)cc2C1,6.9,5.2,.,2.9,-5.7,9.6,7.5,4.6
c1ccc(C2CC3CC(c4ccco4)N2O3)cc1 (stereo not given),14.0,.,.,.,4.7,.,-6.4,0.7
CN(C)C1CCc2[nH]c3c(F)cc(F)cc3c2C1 (stereo not given),2.4,-0.5,3.6,-6.9,-3.2,-33.7,6.9,-1.7
O=C(NC(=S)N1C[C@H]2C[C@H](C1)c1cccc(=O)n1C2)c1ccc(F)cc1,.,-0.2,.,2.3,-7.0,-7.5,.,7.9
COc1ccc(C(=O)Cn2c(NCCCl)nc3ccccc32)cc1,9.8,2.3,-0.7,7.8,0.8,0.7,-4.5,-8.5
COC(=O)[C@H]1[C@H](CO)[C@H]2Cn3c(cccc3=O)[C@H]2N1CC1CC1,.,-2.3,0.0,1.3,.,26.9,-0.5,3.3
CC1=CC2OC3CC4OC(=O)C=CC=CC(=O)OCCC(C)C(O)C(=O)OCC2(CC1)C4(C)C31CO1 (stereo not given),102.2*,-6.3,-1.7,18.8,77.4*,.,-1.2,.
COc1ccc(CN2Cc3cnnn3-c3ccccc3C2C#N)cc1 (stereo not given),62.1*,-8.6,2.1,?,-18.3,96.5*,-0.1,1.4
Cc1ccc(S(=O)(=O)N(C)C/N=C(\N)N[N+](=O)[O-])cc1,-12.6,-9.6,-6.0,-3.8,-4.3,-16.5,12.6,.
CC(C)(C)C(=O)OCC12CCC(O1)C1(C)C(=O)OCC21 (stereo not given),-14.3,6.8,5.2,4.6,.,-5.7,0.4,.
COC(=O)c1ccccc1OP1(=O)COc2ccccc2OC1,-1.2,.,.,.,-1.2,.,1.6,5.0
Cn1c(O)c(/C=N/c2ccccn2)c(=O)n(C)c1=O,.,-3.7,7.2,9.1,-12.7,-5.2,.,-2.9
COC(=O)[C@@]1(Sc2ccc(C)cc2)CC(=O)N(P(=O)(OC)OC)[C@@H]1c1ccccc1,2.8,10.7,.,-0.7,.,-2.0,-2.5,.
Cn1c(=O)c2nncnc2n(C)c1=O,13.0,.,.,.,.,-20.5,-6.1,-9.4
Cc1ccc(OCC(=O)N2CCN(C3CCC(c4ccccc4)CC3)CC2)cc1 (stereo not given),24.4,12.1,-2.6,1.5,-7.9,-1.7,3.9,.
COCc1cc(OC(=O)N(C)C)nc(-c2ccc(C)c(Cl)c2)n1,16.8,-3.4,.,5.0,-7.8,.,2.2,3.9
CCCCC1(CC)COP(=O)(OCC(Cl)(Cl)Cl)OC1 (stereo not given),-2.9,3.3,-0.1,-9.4,1.3,-14.1,-3.8,-1.7
Nc1ccncc1,4.0,0.4,-0.8,-6.0,-5.0,-6.7,1.2,-151.4
CCCn1c(C(=O)c2ccccc2)nc2ccccc21,-13.7,6.6,-2.6,-7.0,0.0,-14.9,-6.4,-2.3
C[C@]12CCC(=O)C=C1CC[C@@H]1[C@@H]2CC[C@@]2(C)[C@H]1CC[C@]2(C)O,.,2.1,-4.2,1.0,2.0,-6.8,.,0.0
O=S(=O)(NC1CCCC1)OCC(Cl)(Cl)Cl,15.9,-2.0,-3.3,1.5,-1.3,-13.5,0.3,-3.9
CC#CP(=O)(OC)C(O)(CF)c1ccccc1 (stereo not given),-6.7,0.9,1.6,11.1,10.6,27.8,9.7,6.3
COc1cccc(-c2nn(Cc3ccccc3)cc2C(=O)O)c1,-18.4,-2.3,-4.3,-2.5,3.0,-1.9,13.2,4.3
Cc1cc(Br)cn2c(CC(=O)N3CCCCC3)c(-c3ccc(F)cc3)nc12,15.6,-3.8,-2.6,12.3,.,-20.5,-20.1,.
COc1c(C=C2C(=O)NC(=O)NC2=O)c(CCN(C)C(=O)c2ccccc2)cc2c1OCO2,.,-1.1,.,1.6,10.2,.,.,1.2
O=C1NC(=O)C(CCOc2ccccc2)(CCc2ccccc2)C(=O)N1,3.8,2.4,2.3,-7.0,2.1,-5.4,5.3,.
Cc1ccc(-c2nc3ccc(C)cn3c2CC(=O)N(C)C)cc1,-26.3,0.0,-5.3,-13.6,7.3,-18.0,-0.7,0.2
O=C1Nc2ccccc2/C1=C/c1cnc[nH]1,.,-0.4,0.6,-27.6,-6.1,5.5,.,.
CCOC(=O)[C@]12Cc3cc(C)ccc3[C@H]1N(Cc1ccccc1)C(=O)c1cc(OC)ccc12,25.6,-5.0,0.1,20.0,.,46.6,2.4,.
CCOC(=O)c1c(C)n(CC(O)CN2CCOCC2)c2cc(Br)c(OC)cc12 (stereo not given),-8.8,2.2,-3.2,10.1,-45.6,-1.0,5.3,.
CCC(NC(=O)OC(C)(C)C)C(=O)Oc1cc(C)cc2oc(=O)c3c(c12)CCC3 (stereo not given),3.3,.,.,.,5.3,.,1.1,-2.1
N#Cc1ccc(NC(=O)CN2CCCC2)cc1Cl,0.9,-3.3,1.2,3.0,6.5,-4.2,2.0,.
CC(C)(C)c1ccc(S(=O)(=O)N2CC3CC(C2)c2cccc(=O)n2C3)cc1 (stereo not given),.,-2.1,1.7,-33.6,0.9,-30.2,.,-1.0
CC(=NCCc1ccccc1)c1c(O)[nH]c(=O)[nH]c1=O,3.7,-4.7,-0.6,11.4,21.5,0.0,9.1,.
# Additional entries:
SMILES,PAX8 inh HTS,S100A4 MyoIIA,ERAP1 HTS inh,EWS-Fli block,PGC1a acetyl inh,LGR2 inh,FN deposit inh,PglD DTNB
OC(c1ccccc1)(c1ccccc1)c1ccncc1,3.7,-1.6,3.3,5.2,1.9,.,1.9,.
CCCn1c(C)c(C(=O)c2cccc3ccccc23)c2ccccc21,-13.3,2.1,-2.5,-33.9,-8.5,-1.6,-1.2,1.5
Cc1cccc(-n2c(-c3ccco3)nc3ccccc3c2=O)c1C,-4.6,-6.0,0.3,7.1,.,12.6,6.1,.
CC(O)(CS(=O)(=O)c1cccc(C(F)(F)F)c1)C(=O)Nc1ccc(C(F)(F)F)cc1 (stereo not given),.,1.8,2.3,5.9,-0.7,-3.7,.,.
Cc1ccc(C)c(OCC(=O)N2CCCN(C)CC2)c1,-19.4,-0.6,-2.6,-1.3,.,1.0,-0.2,.
COC(=O)[C@H]1[C@H](CO)[C@H]2Cn3c(ccc(-c4cccc(OC)c4)c3=O)[C@@H]1N2C(=O)c1cnccn1,-9.2,6.5,4.0,-2.3,1.8,-2.1,.,-2.6
CN1CCN(Cc2nnc3n2-c2ccc(Cl)cc2C(c2ccccc2)=NC3)CC1,-14.0,0.5,2.4,-9.9,-5.3,7.8,8.6,6.9
CC(=O)OC1CC(OC2C(O)CC(OC3C(O)CC(OC4CCC5(C)C(CCC6C5CCC5(C)C(C7=CC(=O)OC7)CCC65O)C4)OC3C)OC2C)OC(C)C1OC1OC(CO)C(O)C(O)C1O (stereo not given),101.7*,-0.2,-2.4,52.9*,?,85.8*,4.6,.
CCCC#Cc1ccc([C@@H]2[C@H](CO)N3CCCCN(C(=O)Cc4ccccn4)C[C@@H]23)cc1,-6.5,-2.7,0.9,8.1,3.8,34.1,.,2.9
O=C1Nc2ccccc2C1Cc1nc2ccccc2c(=O)n1-c1ccccc1 (stereo not given),16.3,4.7,-2.1,14.8,1.6,5.4,3.6,.
O=S(=O)(c1ccc(Cl)cc1)N1Cc2ccc(Br)cc2-n2nncc2C1,-7.1,-15.2,-1.7,-2.5,.,-8.0,1.3,.
CC(=O)OC(C)(C)/C=C/C(=O)C(C)(O)C1[C@H](O)C[C@@]2(C)C3CC=C4C(CC[C@@H](O)C4(C)C)[C@]3(CO)C(=O)C[C@]12C (stereo not given in full),112.1*,0.7,0.2,-5.6,.,73.2*,-4.7,1.8

# Compound activity: PubChem BioAssay, Broad Institute

# Some of the compounds tested; count on the stated rates, not on these rows.
